# Screening results deposited in PubChem BioAssay by Sanford-Burnham Center for Chemical Genomics.
# H9c2 TAG inh: triacylglycerol accumulation inhibition; H9c2 cells, Nile Red lipid (TAG) fluorescence; cells loaded with 200 µM oleic acid; inhibition, % at 12.5 µM; actives 0.66% (n = 230,000); AID 651582;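 active = pattern-corrected inhibition of lipid staining of at least 50% with the nuclear-stain viability signal not falling by more than 50%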;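 note: 0% = DMSO wells and 100% = triacsin C control wells; some results filed as inactive read as strong as hits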
# H9c2 TAG inh DAPI viability: also measured in H9c2 TAG inh; calls as there; DAPI nuclei signal change (viability), lower = more cytotoxic, %;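 whole-well DAPI fluorescence read on a plate reader as a viability signal; minus 50 percent equals half of cells still viable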
# * = called active by the depositor. An excerpt; rates above refer to the full screens.
# Results follow in this order: H9c2 TAG inh | H9c2 TAG inh DAPI viability
> Cc1ccc2c(c1)NC(=O)[C@@]1(C)[C@@H](c3ccccc3)[C@H]3COc4ccc(Cl)cc4[C@@H]3N1C2=O
    -17 | 4
> O=S1(=O)C=C(Oc2ccc3ccccc3c2)c2ccccc21
    -71 | 14
> COCCn1c(SCC(=O)c2ccc(CNC(C)=O)o2)nc2ccccc2c1=O
    -8 | -7
> N#CCCN(C(=O)COC(=O)C1CCN(c2ccc(C(F)(F)F)cn2)CC1)c1ccc(F)cc1
    -20 | 2
> O=C(CSc1nnc(CNC(=O)c2ccc(F)cc2)o1)Nc1ccc2c(c1)OCO2
    -3 | 0
> CN1CC2([N+](=O)[O-])CC=C(Oc3ccccc3)C([N+](=O)[O-])(C1)C2 (stereo not given)
    -28 | -2
> CCOc1ccc(Cn2c(SCCCCC#N)nc3c2c(=O)n(C)c(=O)n3C)cc1OCC
    11 | -11
> CCOC(=O)c1nnn(-c2nonc2N)c1-c1ccccc1Cl
    -7 | 3
> Cc1ccc(-n2c(C)cc(C(=O)OCC(=O)N(CC(C)C)C3CCS(=O)(=O)C3)c2C)cc1 (stereo not given)
    3 | -11
> O=C(COC(=O)[C@@H]1CC(O)CN1S(=O)(=O)c1ccc2c(c1)OCCO2)NCc1ccc(F)cc1 (stereo not given in full)
    3 | 0
> FC(F)(F)c1cc(-c2cccs2)nc(NCc2ccco2)n1
    -28 | 2
> Cc1cc(C(=O)OCC(=O)c2c(N)n(C)c(=O)n(C)c2=O)c(C)n1-c1ccccc1
    17 | -5
> COc1cccc(OC)c1C(=O)OCC(=O)NC(=O)NCc1ccccc1
    -49 | 5
> O=C(NC1CCCC1)C(c1ccccn1)N(C(=O)c1csnn1)C1CCCC1 (stereo not given)
    -4 | 6
> O=C(NCc1ccco1)c1nc(-c2ccccc2)n(-c2ccccc2)n1
    29 | -15
> CC1CCCCN1c1nnc(NC(=O)c2cc(-c3ccc(Br)cc3)on2)s1 (stereo not given)
    -2 | -7
> O=C(COc1ccccc1)N1CCN(S(=O)(=O)c2cccc([N+](=O)[O-])c2)CC1
    8 | -1
> O=C(Nc1ccc(F)cc1)Nc1nnc(Cc2ccccc2)s1
    -10 | 6
> CN1CCN(CCC(=O)Nc2ccc(F)c(F)c2)CC1
    -16 | 11
> CC1(C)CC(NC(=O)COc2ccc(Br)cc2Cl)CC(C)(C)N1
    14 | 1
> c1ccc(CN(Cc2ccccc2)c2ncnc3c2nnn3Cc2ccccc2)cc1
    1 | 3
> Cc1ccc(S(=O)(=O)CCc2nnc(NC(=O)CCl)s2)cc1C
    -8 | -2
> S=c1nc(C2COc3ccccc3O2)[nH][nH]1 (stereo not given)
    1 | 3
> CCNc1nc2c(c(=O)[nH]c(=O)n2C)n1CC(C)C
    0 | -6
> CC1(C)N=C(N)NC(Nc2ccccc2)=N1
    10 | -10
> Cc1ccc(/C(CSc2nccn2-c2ncc(C(F)(F)F)cc2Cl)=N\O)cc1
    6 | 1
> O=C(O)C1CCCCC1C(=O)NCc1ccccc1 (stereo not given)
    -11 | -5
> N#CCCN1CCN(S(=O)(=O)c2ccc(S(=O)(=O)NCc3ccccc3)cc2)CC1
    3 | 4
> C[C@H](CO)N1C[C@H](C)[C@@H](CN(C)S(=O)(=O)c2ccc(F)cc2)Oc2c(NC(=O)Nc3ccccc3)cccc2C1=O
    11 | -6
> C=CCn1c(N2CCN(c3ccc(OC)cc3)CC2)nc2c1c(=O)n(C)c(=O)n2C
    -26 | 9

# An excerpt from above in order of molar mass, rising:
# Results follow in this order: H9c2 TAG inh | H9c2 TAG inh DAPI viability
> CC1(C)N=C(N)NC(Nc2ccccc2)=N1
    10 | -10
> C=CCn1c(N2CCN(c3ccc(OC)cc3)CC2)nc2c1c(=O)n(C)c(=O)n2C
    -26 | 9
> CC1CCCCN1c1nnc(NC(=O)c2cc(-c3ccc(Br)cc3)on2)s1 (stereo not given)
    -2 | -7

# More entries follow.
# Results follow in this order: H9c2 TAG inh | H9c2 TAG inh DAPI viability
> C[C@H](CO)N1C[C@H](C)[C@@H](CN(C)S(=O)(=O)c2cccs2)Oc2c(NS(=O)(=O)c3ccc(F)cc3)cccc2C1=O
    -15 | 2
> CC(=O)Nc1ccc(-c2nn[nH]n2)cc1Cl
    3 | -6
> O=C(NNC(=O)c1ccc(NC(=O)c2ccccc2)cc1)c1ccc(F)cc1
    -5 | 0
> Cc1ccccc1OC(C)C(=O)Nc1cccnc1 (stereo not given)
    -3 | 4
> CNC(=O)c1[nH]cnc1C(=O)NCC(=O)OCc1ccccc1
    -18 | -5
> CC1CC(C)CN(C(=O)c2ccc(Br)c(S(=O)(=O)N3CCOCC3)c2)C1 (stereo not given)
    17 | 9
> Cc1ccccc1N1C(=O)c2ccccc2C1Nc1cccnc1 (stereo not given)
    4 | 0
> CNc1nc(Nc2ccc(C(=O)OC)cc2)c2sccc2n1
    5 | 8
> COc1ccc(C(=O)N/N=C(\C)CC(=O)Nc2ccc3c(c2)OCO3)cc1
    13 | -5
> Cc1ccsc1C(=O)N1CCCC(C)(C(=O)O)C1 (stereo not given)
    7 | -13
> O=C(C1CCCO1)N1CCc2ccccc21 (stereo not given)
    -36 | 10
> CC1CCC(C(=O)NC(C(=O)NCCN2CCC(C)CC2)C(C)C)CC1 (stereo not given)
    -11 | 0
> CC(C)(C)NS(=O)(=O)c1ccc(NC(=O)C2CCCO2)cc1 (stereo not given)
    -1 | -5
> CCCn1nnc(NC(=O)c2ccc(OC)cc2)n1
    15 | -14
> Cc1ccccc1N(CC(=O)N1CCN(c2ccccc2)CC1)S(C)(=O)=O
    1 | 20
> CCN1C(=O)N[C@@H](c2cccc(F)c2)C(C(C)=O)=C1C
    -15 | -4
> Cc1cc(C)n2nc(SCC#N)nc2n1
    5 | 11
> Cc1sc2nc(SCC(=O)Nc3ccc(S(=O)(=O)NCCCC(=O)O)cc3)[nH]c(=O)c2c1C
    8 | 5
> N#CCCn1cc(C(=O)N2CCCCC2)c(-c2cccc([N+](=O)[O-])c2)n1
    -3 | 8
> COCCNC(=O)CS(=O)Cc1nc(-c2ccc(Cl)cc2)oc1C (stereo not given)
    5 | -9
> O=S(=O)(c1ccccc1)n1ccc2ccccc21
    10 | -9
> O=C1NN=C(c2ccc(Br)cc2)CC1c1ccc(Cl)cc1 (stereo not given)
    2 | -9
> COc1ccc(COC(=O)C2CCN(S(=O)(=O)c3cccs3)CC2)cc1
    -18 | -1
> O=C(COC(=O)CNC(=O)c1sc2ccccc2c1Cl)Nc1cc(Cl)cc(Cl)c1
    2 | -3
> C[C@@H]1CCC[C@]2(O[C@H](CCO)C[C@H](O)[C@H]2O)O1
    1 | -2
> COc1ccc(C)cc1Nc1n[n+](-c2ccccc2)c(-c2ccc(C(=O)O)cc2)s1
    -3 | 11
> COC(=O)C(C)N1C(=O)S/C(=C/c2cc(C)n(-c3ccccn3)c2C)C1=O (stereo not given)
    -3 | 6
> CCN(CC)c1ccc(C(=O)NNC(=O)CNC(=O)c2ccco2)cc1
    9 | 1
> CCCNC(=O)COC(=O)/C=C/c1cccc(F)c1
    17 | -13
> O=C(NC1CCCC1)c1ccc(Cn2c(=O)[nH]c3ccsc3c2=O)cc1
    -2 | 4
> COc1ccc(C(=Cc2cc(OC)c(OC)cc2[N+](=O)[O-])C(=O)O)cc1
    -3 | 9
> O=C(O)C1CCCCC1C(=O)NCCCc1ccccc1 (stereo not given)
    2 | 18
> CCN(C(=O)CSc1cc(C)c2ccccc2n1)C1CCS(=O)(=O)C1 (stereo not given)
    3 | 0
> C[C@H](CO)N1C[C@H](C)[C@@H](CN(C)Cc2ccc(Cl)c(Cl)c2)OCc2cnnn2CCCC1=O
    5 | 5
> O=C(NNS(=O)(=O)c1ccccc1Cl)c1nn(-c2ccc(F)cc2)ccc1=O
    -1 | -4
> CC[C@@]1(O)C(=O)OCc2c1cc1n(c2=O)Cc2cc3c(N)cccc3nc2-1
    22 | -44
> CC(C)=NNC(=O)c1c(O)c2ccccc2[nH]c1=O
    -15 | 6
> CN(Cc1cc(Cl)cc(Cl)c1)CC(C(=O)c1ccccc1)c1ccccc1 (stereo not given)
    -4 | -8
> CCOC(=O)c1cc(-c2ccccc2)sc1NC(=O)CN1C(=O)NC(CC)(c2ccc(F)cc2)C1=O (stereo not given)
    41 | -6
> COc1ccc(Cl)cc1NC(=O)C1CCN(S(C)(=O)=O)CC1
    0 | 0
> CC(C)Oc1cccc(C(=O)Nc2nnc([C@H]3C[C@H](O)[C@@H](CO)O3)s2)c1
    -7 | 4
> CC(=O)N(c1c(C)n(C)n(-c2ccccc2)c1=O)C1(C(=O)NC2CCCCC2)CCCCC1
    -4 | -6
> O=C(O)c1ccc2c(c1)S(=O)(=O)c1cc(Cl)ccc1C2=O
    10 | -7
> CCCN1Cc2cccc(C(=O)N3CCN(c4ccccc4)CC3)c2C1=O
    6 | -1
> CCC(=O)Nc1ccc(C(=O)NNC(=O)c2cc([N+](=O)[O-])cc([N+](=O)[O-])c2)cc1
    -7 | 10

# Rewritten field by field: part of the list above
> COc1ccc(Cl)cc1NC(=O)C1CCN(S(C)(=O)=O)CC1
  H9c2 TAG inh: 0 | H9c2 TAG inh DAPI viability: 0
> CC(C)Oc1cccc(C(=O)Nc2nnc([C@H]3C[C@H](O)[C@@H](CO)O3)s2)c1
  H9c2 TAG inh: -7 | H9c2 TAG inh DAPI viability: 4
> CC(=O)N(c1c(C)n(C)n(-c2ccccc2)c1=O)C1(C(=O)NC2CCCCC2)CCCCC1
  H9c2 TAG inh: -4 | H9c2 TAG inh DAPI viability: -6
> O=C(O)c1ccc2c(c1)S(=O)(=O)c1cc(Cl)ccc1C2=O
  H9c2 TAG inh: 10 | H9c2 TAG inh DAPI viability: -7

# (cont.)
# Results follow in this order: H9c2 TAG inh | H9c2 TAG inh DAPI viability
> CCn1c(SCC(=O)NC2(C#N)CCCCC2)nc2ccccc2c1=O
    12 | -4
> Cc1cc2c(cc1S(=O)(=O)CCC(=O)NC1CCCCC1C)OCC(=O)N2 (stereo not given)
    8 | -2
> O=C(NC(=O)c1cc([N+](=O)[O-])ccc1Cl)C1=C(N2CCCC2)COC1=O
    19 | -5
> C=CCn1c(SCC(=O)NC2CCCC2)nc2sc(C)cc2c1=O
    11 | 5
> Cn1nnnc1SC1CC(=O)N(c2ccccc2)C1=O (stereo not given)
    0 | 11
> CCN(CC)C(=O)C1=C(C)N(CCCN2CCCC2=O)C(=O)C(CC(=O)NCc2cccs2)C1 (stereo not given)
    -3 | 18
> Cc1c(C(=O)N2CCN(c3ccc(F)cc3)CC2)sc2nc(-c3ccccc3)cn12
    3 | -10
> Cc1ccc(S(=O)(=O)c2nc(-c3cccs3)oc2NCc2cccnc2)cc1
    -9 | -1
> O=C(Cn1nnc(-c2cccc(C(F)(F)F)c2)n1)NNS(=O)(=O)c1cccc(C(F)(F)F)c1
    0 | 7
> Cc1cccc(Cn2c(=O)c3c(nc4n3CCN4Cc3ccco3)n(C)c2=O)c1
    -1 | -6
> CCN(CC(=O)Nc1ccc2c(c1)OCCO2)C(=O)/C=C/c1ccc(F)cc1
    -7 | -6
> Cc1nn(C)c(C)c1S(=O)(=O)N(CC(=O)Nc1nccs1)c1ccc(C(C)C)cc1
    1 | -1
> CCOc1cc2[nH]c(=O)n(CC3CCC(C(=O)NCCCOC)CC3)c(=O)c2cc1OCC (stereo not given)
    -2 | -7
> Cc1cc(C(=O)CCC(=O)N(C)CC2COc3ccccc3O2)c(C)s1 (stereo not given)
    -9 | -2
> O=C(c1cnccn1)N(c1ccccc1)C1(C(=O)NC2CCCC2)CCCCC1
    -23 | -15
> CCNC(=S)Nc1ccc2c(c1)c(=O)n(C)n2-c1cc(C)cc(C)c1
    12 | -20
> COCCNC(=O)c1cccc(OC2CCN(Cc3ccccc3C)CC2)c1
    10 | 0
> O=S(=O)(c1ccc(Cl)cc1)N1CCN=C1SCc1cccnc1
    0 | -2
> O=C(CN1CCN(c2ccc(F)cc2)CC1)Nc1cccc(C(F)(F)F)c1
    -13 | 20
> Cc1cccn2c(=O)c(C=NCc3ccco3)c(Nc3ccc(SC(F)F)cc3)nc12
    25 | 8
> CCOc1ccccc1NC(=S)N(CCN(C)C)C(C)c1ccncc1 (stereo not given)
    2 | 12
> O=[N+]([O-])c1ccccc1C(=Nc1ccccc1)c1c(O)cc(O)cc1O
    7 | -16
> COc1cccc(N/C(N)=N/c2nc(C(F)(F)F)cc(C(F)(F)F)n2)c1
    -14 | -9
> CC(C)NC(=O)N(C)C[C@H]1OCc2cnnn2CCCC(=O)N([C@H](C)CO)C[C@@H]1C
    0 | 8
> Cc1cc(NC(=O)Cn2cnc3sccc3c2=O)no1
    1 | 0
> CCCCCCCCSc1nnc(/N=C/N(C)C)s1
    -1 | -2
> COc1ccc(NC(=O)c2cccc3c(Br)cccc23)cc1
    -14 | 0
> Cc1cc(C(=O)Nc2ccc(C)c(S(=O)(=O)N3CCOCC3)c2)c(C)o1
    4 | -6
> N/C(CCS(=O)(=O)c1ccc(Cl)cc1)=N\OC(=O)c1ccc(Cl)cc1
    10 | -1
> Cc1ccc(C(=O)CN2C(=O)NC3(CCc4ccccc43)C2=O)s1 (stereo not given)
    -4 | -1
> COC(=O)c1ccc(NC(=O)c2cccc(NC(=O)c3ccco3)c2)cc1
    7 | 7
> CCc1nc2c(OCc3ccc(S(C)(=O)=O)cc3)cccn2c1N(C)C(=O)c1ccccc1F
    -4 | -3
> O=C(O)c1ccccc1C(=O)c1ccc2oc(=O)[nH]c2c1
    1 | 8
> COc1ccc(CCn2c(C)cc(C(=O)CN3C(=O)C(=O)N(Cc4ccco4)C3=O)c2C)cc1
    6 | -11
> CCOC(=O)c1ccc(N2CSC3=C(C#N)C(c4cccs4)CC(=O)N3C2)cc1 (stereo not given)
    2 | -3
> CCc1cc2c(SCc3nc4sc(C(C)=O)c(C)c4c(=O)[nH]3)ncnc2s1
    5 | 2
> CCC(=O)c1ccc(OCC(=O)NCc2ccccc2CN2CCCC2)cc1
    11 | 28
> CCCCCOc1ccc(C(=O)OCC(=O)Nc2cc(C)on2)cc1
    1 | 6
> CSc1ccc(CCNC(=O)CCc2nnc3ccc(N4CCCC4)nn23)cc1
    27 | -7
> CCOC(=O)C1CCCN(C(=O)c2ccccc2[N+](=O)[O-])C1 (stereo not given)
    -10 | -4
